NSD2 block = blocks human NSD2 histone methyltransferase activity; inhibition, % at 12.5 µM; O96028; NSD2-SET H3K36me1 DELFIA fluorescence, biochemical; 0.07% of 44,000 active; in the data active means inhibition above about 54%, passing the limit was not always enough; inconclusive means no clear call, values can overlap the other calls;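 further: inhibitors reduce the monomethyl H3K36 fluorescence signal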
Target sequence (O96028 whole entry, looked up): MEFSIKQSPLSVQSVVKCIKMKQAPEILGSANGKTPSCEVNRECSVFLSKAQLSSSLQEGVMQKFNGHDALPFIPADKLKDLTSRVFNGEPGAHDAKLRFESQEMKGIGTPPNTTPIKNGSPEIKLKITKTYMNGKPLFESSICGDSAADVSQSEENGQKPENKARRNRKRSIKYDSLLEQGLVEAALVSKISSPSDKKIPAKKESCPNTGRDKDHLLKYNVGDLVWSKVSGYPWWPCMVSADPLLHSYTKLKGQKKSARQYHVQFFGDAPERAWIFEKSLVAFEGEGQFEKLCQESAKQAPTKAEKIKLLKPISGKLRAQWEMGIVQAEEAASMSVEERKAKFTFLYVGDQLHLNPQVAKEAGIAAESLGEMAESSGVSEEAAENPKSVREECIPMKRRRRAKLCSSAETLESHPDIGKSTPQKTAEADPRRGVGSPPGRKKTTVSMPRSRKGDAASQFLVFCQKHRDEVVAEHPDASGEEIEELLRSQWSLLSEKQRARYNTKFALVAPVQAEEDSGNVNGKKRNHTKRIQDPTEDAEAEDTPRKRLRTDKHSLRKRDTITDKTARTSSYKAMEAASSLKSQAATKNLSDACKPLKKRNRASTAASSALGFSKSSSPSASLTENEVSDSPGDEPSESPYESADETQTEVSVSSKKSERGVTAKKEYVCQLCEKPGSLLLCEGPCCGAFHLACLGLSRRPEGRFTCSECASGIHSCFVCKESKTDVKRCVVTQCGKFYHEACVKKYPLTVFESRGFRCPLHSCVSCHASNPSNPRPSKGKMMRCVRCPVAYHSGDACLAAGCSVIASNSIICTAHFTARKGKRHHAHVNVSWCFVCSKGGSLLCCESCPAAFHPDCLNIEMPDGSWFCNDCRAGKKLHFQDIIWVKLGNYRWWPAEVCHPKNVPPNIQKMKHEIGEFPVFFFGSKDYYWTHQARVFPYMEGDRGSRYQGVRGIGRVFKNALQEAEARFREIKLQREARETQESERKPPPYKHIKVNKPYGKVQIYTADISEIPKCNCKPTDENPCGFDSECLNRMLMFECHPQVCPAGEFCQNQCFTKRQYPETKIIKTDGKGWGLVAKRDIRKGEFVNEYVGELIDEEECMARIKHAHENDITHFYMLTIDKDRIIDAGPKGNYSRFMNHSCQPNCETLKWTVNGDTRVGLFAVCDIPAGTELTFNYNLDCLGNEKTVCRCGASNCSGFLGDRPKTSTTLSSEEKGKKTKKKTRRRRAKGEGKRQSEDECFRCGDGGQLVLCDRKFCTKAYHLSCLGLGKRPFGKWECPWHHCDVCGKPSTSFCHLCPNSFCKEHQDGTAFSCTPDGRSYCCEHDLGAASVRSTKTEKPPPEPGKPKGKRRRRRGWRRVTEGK
Starred values were filed as active, the others as inactive; ? = inconclusive. Not all compounds are listed, so the mix of outcomes need not match the whole.

SMILES | NSD2 block
O=C1O[C@@H](c2ccccc2)[C@@H](c2ccccc2)N2[C@@H](c3ccc(OCCO)cc3)[C@]3(C(=O)Nc4ccc(C#CC5=CCCCC5)cc43)[C@@H](C(=O)O)[C@H]12 | 37
O=C(C[C@H]1C[C@H]2c3cc(NC(=O)CC4CC4)ccc3O[C@H]2[C@H](CO)O1)NCC1CC1 | -1
Cc1nccn1CC1CCC2C(C1=O)c1ccccc1N2C (centres undefined) | -3
C[C@@H]1CN([C@H](C)CO)C(=O)Cc2cc(NC(=O)Cn3cnnn3)ccc2O[C@H]1CN(C)Cc1ccc(-c2ccccc2)cc1 | -6
O=C(C[C@H]1C[C@H]2c3cc(NC(=O)NC4CCCCC4)ccc3O[C@H]2[C@H](CO)O1)NCC(F)(F)F | -2
COc1cc(C(O)CCOC2OC(CO)C(O)C(O)C2O)cc2cc(-c3ccc4c(c3)OCO4)oc12 (centres undefined) | -1
COCC#Cc1ccc2c(c1)O[C@@H](CN(C)Cc1cncnc1)[C@@H](C)CN([C@@H](C)CO)S2(=O)=O | 1
CC(C)CC#Cc1cnc2c(c1)C(=O)N([C@H](C)CO)C[C@H](C)[C@H](CN(C)C(=O)Nc1cccc(F)c1)O2 | -13
CC(C)NC(=O)N(C)C[C@@H]1OCCCC[C@@H](C)Oc2ccc(NC(=O)Nc3ccc4c(c3)OCO4)cc2C(=O)N([C@@H](C)CO)C[C@@H]1C | 3
O=C(CCCCCCC(=O)Nc1ccccc1O)N=NC=C1C=CN(O)C=C1 | -2
C[C@@H]1CCCCO[C@H](CN(C)C(=O)C2CCCCC2)[C@@H](C)CN([C@H](C)CO)C(=O)c2cc(NC(=O)NC3CCCCC3)ccc2O1 | -2
Cc1ccccc1CN(C)C[C@H]1OCc2cn(nn2)CCCC(=O)N([C@@H](C)CO)C[C@H]1C | 2

Ordered by number of heavy atoms (rising): part of the list above.
SMILES | NSD2 block
O=C(C[C@H]1C[C@H]2c3cc(NC(=O)CC4CC4)ccc3O[C@H]2[C@H](CO)O1)NCC1CC1 | -1
O=C(C[C@H]1C[C@H]2c3cc(NC(=O)NC4CCCCC4)ccc3O[C@H]2[C@H](CO)O1)NCC(F)(F)F | -2
C[C@@H]1CN([C@H](C)CO)C(=O)Cc2cc(NC(=O)Cn3cnnn3)ccc2O[C@H]1CN(C)Cc1ccc(-c2ccccc2)cc1 | -6
C[C@@H]1CCCCO[C@H](CN(C)C(=O)C2CCCCC2)[C@@H](C)CN([C@H](C)CO)C(=O)c2cc(NC(=O)NC3CCCCC3)ccc2O1 | -2
O=C1O[C@@H](c2ccccc2)[C@@H](c2ccccc2)N2[C@@H](c3ccc(OCCO)cc3)[C@]3(C(=O)Nc4ccc(C#CC5=CCCCC5)cc43)[C@@H](C(=O)O)[C@H]12 | 37

Following part
SMILES | NSD2 block
COc1cc2c(c(OC)c1)C(=O)OC(C)C2 (centres undefined) | -2
COc1ccc(S(=O)(=O)Nc2cccc3c2O[C@@H](CN(C)Cc2ccc(C(=O)Nc4ccccc4N)cc2)[C@H](C)CN([C@@H](C)CO)C3=O)cc1 | 11
C[C@H]1CN([C@@H](C)CO)S(=O)(=O)c2ccc(C#Cc3ccncc3)cc2O[C@H]1CN(C)S(=O)(=O)c1ccccc1 | -5
CNC[C@H]1Oc2ncc(C#Cc3cccc(OC)c3)cc2C(=O)N([C@@H](C)CO)C[C@H]1C | 19
COC(=O)CCCCCCC(=O)N/N=C/c1ccc(OCC(N)=O)cc1 | 5
Cc1noc(C)c1NC(=O)N(C)C[C@@H]1Oc2ccc(NC(=O)Nc3ccc4c(c3)OCO4)cc2C(=O)N([C@@H](C)CO)C[C@H]1C | -2
C[C@@H]1CN([C@@H](C)CO)C(=O)c2cc(C#C[C@@H](C)O)cnc2O[C@H]1CN(C)C(=O)CN(C)C | -4
Cc1ccc(-c2ccc3c(c2)O[C@@H](CN(C)C(=O)Nc2ccc(F)cc2)[C@@H](C)CN([C@@H](C)CO)S3(=O)=O)cc1 | -4
Cc1noc(C)c1NC(=O)N(C)C[C@H]1Oc2ccc(NC(=O)c3ccncc3)cc2CC(=O)N([C@@H](C)CO)C[C@@H]1C | 8
C[C@@H]1CN([C@H](C)CO)C(=O)Cc2cc(NC(=O)CCCCCC(=O)Nc3ccccc3N)ccc2O[C@@H]1CN(C)S(=O)(=O)c1ccc(Cl)cc1 | 0
C[C@H](CO)N1C[C@H](C)[C@H](CN(C)C(=O)NC2CCCCC2)Oc2ccc(NS(=O)(=O)c3ccc(F)cc3)cc2CC1=O | 3
COCC(=O)N(C)C[C@H]1Oc2ncc(C#Cc3ccccc3OC)cc2C(=O)N([C@@H](C)CO)C[C@H]1C | 5

5 of the compounds above, with the structure last:
NSD2 block	molecule
-2	C[C@@H]1CCCCO[C@H](CN(C)C(=O)C2CCCCC2)[C@@H](C)CN([C@H](C)CO)C(=O)c2cc(NC(=O)NC3CCCCC3)ccc2O1
2	Cc1ccccc1CN(C)C[C@H]1OCc2cn(nn2)CCCC(=O)N([C@@H](C)CO)C[C@H]1C
-2	COc1cc2c(c(OC)c1)C(=O)OC(C)C2 (centres undefined)
11	COc1ccc(S(=O)(=O)Nc2cccc3c2O[C@@H](CN(C)Cc2ccc(C(=O)Nc4ccccc4N)cc2)[C@H](C)CN([C@@H](C)CO)C3=O)cc1
-5	C[C@H]1CN([C@@H](C)CO)S(=O)(=O)c2ccc(C#Cc3ccncc3)cc2O[C@H]1CN(C)S(=O)(=O)c1ccccc1

(next part)
SMILES | NSD2 block
C[C@@H]1CCCCO[C@H](CN(C)C(=O)Cc2ccccc2)[C@@H](C)CN([C@H](C)CO)C(=O)c2cc(NC(=O)C3CCCCC3)ccc2O1 | 10
C[C@@H]1CCCCO[C@H](CN(C)C(=O)Nc2ccc3c(c2)OCO3)[C@H](C)CN([C@@H](C)CO)C(=O)c2cc(NC(=O)Cc3ccccc3)ccc2O1 | -5
Cc1noc(C)c1NC(=O)N(C)C[C@@H]1OCCCC[C@@H](C)Oc2ccc(NC(=O)c3ccncc3)cc2C(=O)N([C@H](C)CO)C[C@H]1C | ?
C[C@H]1CN([C@@H](C)CO)S(=O)(=O)c2ccc(C#CC3CC3)cc2O[C@H]1CN(C)C(=O)c1ccccn1 | 0
C[C@H]1CN([C@@H](C)CO)C(=O)Cc2cc(NS(=O)(=O)c3ccc(F)cc3)ccc2O[C@H]1CN(C)S(=O)(=O)c1ccc(Cl)cc1 | 20
C[C@@H]1CN([C@@H](C)CO)C(=O)c2cccc(NC(=O)c3nc4ccccc4s3)c2O[C@H]1CN(C)C(=O)Nc1cccc2ccccc12 | 0
C[C@H](CO)N1C[C@H](C)[C@@H](CN(C)S(=O)(=O)c2ccc(Cl)cc2)Oc2ccc(NC(=O)Cn3cnnn3)cc2C1=O | 6
CC(C)NC(=O)N(C)C[C@@H]1Oc2ccc(NC(=O)Cc3ccccc3)cc2C(=O)N([C@@H](C)CO)C[C@H]1C | -1
C[C@@H]1CN([C@@H](C)CO)S(=O)(=O)c2ccc(-c3ccncc3)cc2O[C@H]1CN(C)Cc1ccc(Oc2ccccc2)cc1 | 2
OCc1c[nH]c2ccccc12 | 3
C[C@@H]1CN([C@H](C)CO)C(=O)Cc2cc(NC(=O)C3CCCCC3)ccc2O[C@H]1CN(C)Cc1ccc(Cl)c(Cl)c1 | 2
O=c1ccc2cc(O)c(O)cc2o1 | 1
COc1ccc(-c2ccc3c(c2)O[C@@H](CN(C)C)[C@H](C)CN([C@@H](C)CO)S3(=O)=O)cc1 | -2
C[C@H](CO)N1C[C@H](C)[C@H](CN(C)Cc2ccncc2)OCCCC[C@H](C)Oc2ccc(NC(=O)Cc3ccccc3)cc2C1=O | 0
C[C@@H]1CN([C@H](C)CO)C(=O)c2cc(NC(=O)Nc3ccccc3)ccc2O[C@@H](C)CCCCO[C@H]1CN(C)S(=O)(=O)c1ccc(Cl)cc1 | -1
CNC[C@H]1OCc2ccccc2-c2c(n(C)c3ccccc23)C(=O)N([C@H](C)CO)C[C@H]1C | 29
COCC#Cc1ccc2c(c1)O[C@@H](CN(C)S(=O)(=O)c1cccc(OC)c1)[C@@H](C)CN([C@@H](C)CO)S2(=O)=O | 8
COc1ccc(NC(=O)N(C)C[C@@H]2OCCCC[C@H](C)Oc3ccc(NC(=O)Nc4ccc(F)cc4)cc3C(=O)N([C@H](C)CO)C[C@@H]2C)cc1 | -7
C[C@@H]1CN([C@@H](C)CO)C(=O)c2cccc(NC(=O)c3cnccn3)c2O[C@H]1CN(C)C(=O)Nc1ccccc1 | 1
O=C(N/N=C/C1CCCCC1)c1ccccc1O | 1
C[C@H](CO)N1C[C@H](C)[C@@H](CN(C)Cc2ccc(Cl)c(Cl)c2)Oc2ccc(NC(=O)Cc3cn(C)c4ccccc34)cc2CC1=O | 2
Cc1ccc(S(=O)(=O)Nc2ccc3c(c2)C(=O)N([C@@H](C)CO)C[C@H](C)[C@H](CN(C)S(=O)(=O)c2cccs2)O3)cc1 | 2
Cc1ccc(S(=O)(=O)N(C)C[C@@H]2Oc3cc(C#Cc4ccccc4)ccc3S(=O)(=O)N([C@H](C)CO)C[C@@H]2C)cc1 | -2
C[C@@H]1CN([C@@H](C)CO)C(=O)c2cc(NS(=O)(=O)c3cn(C)cn3)ccc2O[C@@H]1CN(C)C(=O)NC1CCCCC1 | 3
C[C@@H]1CN([C@@H](C)CO)S(=O)(=O)c2ccc(C3=CCCCC3)cc2O[C@H]1CN(C)C(=O)c1ccccc1 | 0
C[C@@H]1CN([C@H](C)CO)S(=O)(=O)c2ccc(C3=CCCCC3)cc2O[C@H]1CN(C)S(=O)(=O)c1cn(C)cn1 | -2
Cc1noc(C)c1S(=O)(=O)Nc1ccc2c(c1)C(=O)N([C@H](C)CO)C[C@H](C)[C@H](CN(C)C(=O)CCC(F)(F)F)OCCCC[C@H](C)O2 | -9
Cc1noc(C)c1S(=O)(=O)N(C)C[C@H]1OCc2ccccc2-c2ccccc2C(=O)N([C@@H](C)CO)C[C@@H]1C | -3
CC(C)C#Cc1cnc2c(c1)C(=O)N([C@H](C)CO)C[C@H](C)[C@H](CN(C)C(=O)c1cccnc1)O2 | 2
COc1ccc(S(=O)(=O)N(C)C[C@@H]2Oc3c(NC(=O)C4CCCCC4)cccc3C(=O)N([C@@H](C)CO)C[C@H]2C)cc1 | -2
CC(C)NC(=O)N(C)C[C@H]1OCCCC[C@@H](C)Oc2ccc(NC(=O)c3ccncc3)cc2C(=O)N([C@H](C)CO)C[C@H]1C | 4
C[C@@H]1CN([C@@H](C)CO)C(=O)c2cc(/C=C/c3ccccc3)cnc2O[C@@H]1CN(C)Cc1cccc(C(=O)O)c1 | 5
C[C@H]1CCCCO[C@@H](CN(C)S(=O)(=O)c2ccccc2)[C@@H](C)CN([C@@H](C)CO)C(=O)c2cc(NS(=O)(=O)c3cn(C)cn3)ccc2O1 | -4
CC(=O)Nc1ccccc1-c1cn(CC(=O)N2CCOCC2)nn1 | 1
CC(C)NC(=O)Nc1ccc2c(c1)CC(=O)N([C@@H](C)CO)C[C@@H](C)[C@H](CN(C)Cc1ccncc1)O2 | 1
C=C[C@@H](COC(=O)c1ccc([N+](=O)[O-])cc1)N(Cc1ccc(OC)cc1)S(=O)(=O)c1ccc(Br)cc1 | 3
C[C@@H]1CN([C@@H](C)CO)C(=O)c2cccc(NS(=O)(=O)c3ccc(Cl)cc3)c2O[C@@H]1CN(C)C(=O)Nc1ccccc1 | 6
C[C@@H]1CN([C@@H](C)CO)C(=O)c2cc(NC(=O)C3CCCCC3)ccc2O[C@@H]1CN(C)C(=O)Nc1ccc(F)cc1 | 1
C[C@@H]1CN([C@H](C)CO)C(=O)c2cc(-c3cccc(C(=O)N(C)C)c3)cnc2O[C@@H]1CN(C)C(=O)Cc1ccccn1 | -1
C[C@H]1CN([C@@H](C)CO)C(=O)Cc2cc(NS(=O)(=O)c3cn(C)cn3)ccc2O[C@H]1CN(C)S(=O)(=O)c1cn(C)cn1 | -1
CC(=O)N(C)C[C@H]1Oc2ncc(-c3ccc(C#N)cc3)cc2C(=O)N([C@H](C)CO)C[C@H]1C | 5
C[C@H]1CN([C@@H](C)CO)C(=O)Cc2cc(NC(=O)CCN3CCOCC3)ccc2O[C@@H]1CN(C)CC1CC1 | -1
C[C@@H]1CN([C@@H](C)CO)C(=O)c2cc(Br)cnc2O[C@H]1CN(C)C(=O)c1cccnc1 | -1
C[C@@H]1CN([C@H](C)CO)C(=O)c2cc(NC(=O)c3ccncc3)ccc2O[C@H]1CN(C)C(=O)Nc1ccc2c(c1)OCO2 | -1
COc1ccc([Si](C)(C)[C@@H]2[C@@H](CCO)O[C@]3(C(=O)N(Cc4cccc(N5CCOC5=O)c4)c4ccccc43)[C@H]2C)cc1 | 13
CC(C)CC#Cc1cnc2c(c1)C(=O)N([C@H](C)CO)C[C@@H](C)[C@H](CN(C)S(=O)(=O)c1ccccc1)O2 | 6
C[C@@H]1CN([C@H](C)CO)S(=O)(=O)c2ccc(/C=C/c3ccccc3)cc2O[C@@H]1CN(C)Cc1cccnc1 | 4
C[C@@H]1CN([C@H](C)CO)C(=O)c2cccc(NS(=O)(=O)c3cn(C)cn3)c2O[C@@H]1CN(C)C(=O)Nc1cccc2ccccc12 | 12
CNC[C@@H]1OCCCC[C@H](C)Oc2ccc(NC(=O)Nc3ccc(OC)cc3)cc2C(=O)N([C@H](C)CO)C[C@H]1C | 2
C/C=C(\C)C(=O)O[C@H]1C=CC(=O)O[C@H]1/C=C/[C@H](O)[C@H](C)O | -6
C[C@@H]1CN([C@@H](C)CO)C(=O)Cc2cc(NS(=O)(=O)c3ccccc3)ccc2O[C@@H]1CN(C)Cc1ccc(Oc2ccccc2)cc1 | 0
Cc1ccccc1-c1cnc2c(c1)C(=O)N([C@H](C)CO)C[C@H](C)[C@@H](CN(C)C(=O)c1cccnc1)O2 | -5
C[C@@H]1CN([C@@H](C)CO)C(=O)Cc2cc(NC(=O)c3ccncc3)ccc2O[C@H]1CN(C)CC1CC1 | -1
CNC[C@@H]1OCCCC[C@@H](C)Oc2ccc(NC(=O)c3ccncc3)cc2C(=O)N([C@@H](C)CO)C[C@H]1C | -158
COc1cc(/C=N/NC(=O)c2ccc(C(=O)NO)cc2)cc(OC)c1OC | 1
COc1cccc(-c2cnc3c(c2)C(=O)N([C@@H](C)CO)C[C@H](C)[C@H](CN(C)Cc2ccc(C(=O)O)cc2)O3)c1 | -3
